Screening data (PubChem)
GDH-TPI counter: counter-screen for M. tuberculosis FBA inhibitors: GDH-TPI coupled enzymes; GDH-TPI coupled enzyme counterscreen, NADH absorbance; inhibition, % at 4.8 µM; actives 1.2% (n = 360,000); in the data active means inhibition above about 30%;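 further: 0% = DMSO wells and 100% = wells lacking the enzyme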
BioA inh: BioA (M. tuberculosis) enzyme inhibition. purified M. tuberculosis BioA enzyme, plate reader. inhibition, % at 9.99 µM. actives 0.096% (n = 360,000); in the data active means inhibition above about 40%
BH1578 lux ind: inducers of Vibrio cholerae quorum light production without autoinducers; actives 0.16% (n = 350,000); activation, % at 18.7 µM; AID 588436; V. cholerae BH1578 lux reporter, luminescence, 6 h; in the data active means activation mostly above about 9.7%, no sharp cut-off; further: not every result past the cut was called active; inactives centre near 0; reference of the scale not given here
UGM FP inh: blocks M. tuberculosis UGM enzyme. actives 0.06% (n = 320,000). inhibition, % at 10 µM. P9WIQ1. purified UGM, fluorescence polarization probe displacement. AID 504406; in the data active means inhibition above about 10%, passing the limit was not always enough
DUSP3 inh: inhibitors of human VHR1 phosphatase (DUSP3). P51452. recombinant VHR phosphatase, pNPP absorbance. inhibition, % at 13.3 µM. actives 0.52% (n = 290,000); in the data active means inhibition above about 50%; further: some compounds called inactive have numbers as strong as hits
Target sequence (P51452 whole entry, looked up): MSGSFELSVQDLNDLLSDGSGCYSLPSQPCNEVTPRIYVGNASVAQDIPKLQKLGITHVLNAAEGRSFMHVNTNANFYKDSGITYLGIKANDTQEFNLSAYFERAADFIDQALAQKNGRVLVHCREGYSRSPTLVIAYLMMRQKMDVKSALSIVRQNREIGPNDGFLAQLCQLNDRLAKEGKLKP
MazF activator: activators of E. coli MazEF toxin-antitoxin RNase | P0AE70 | activation, % at 20 µM | actives 0.32% (n = 350,000) | FAM/BHQ RNA-DNA oligo cleavage fluorescence, 5 h; in the data active means activation above about 50%
Target sequence (P0AE70 whole entry, looked up): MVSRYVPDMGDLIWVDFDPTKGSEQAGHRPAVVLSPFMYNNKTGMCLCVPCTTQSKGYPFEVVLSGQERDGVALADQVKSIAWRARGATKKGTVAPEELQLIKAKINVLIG
Rv3671c protease: inhibitors of M. tuberculosis serine protease Rv3671c; actives 0.048% (n = 320,000); AID 2606; inhibition, % at 5.96 µM; in the data active means inhibition above about 38%;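 further: extracellular domain of Rv3671c used as enzyme; 0% = enzyme with DMSO and 100% = no enzyme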
Target sequence (P9WHR9 whole entry, looked up, the tested form may be a part): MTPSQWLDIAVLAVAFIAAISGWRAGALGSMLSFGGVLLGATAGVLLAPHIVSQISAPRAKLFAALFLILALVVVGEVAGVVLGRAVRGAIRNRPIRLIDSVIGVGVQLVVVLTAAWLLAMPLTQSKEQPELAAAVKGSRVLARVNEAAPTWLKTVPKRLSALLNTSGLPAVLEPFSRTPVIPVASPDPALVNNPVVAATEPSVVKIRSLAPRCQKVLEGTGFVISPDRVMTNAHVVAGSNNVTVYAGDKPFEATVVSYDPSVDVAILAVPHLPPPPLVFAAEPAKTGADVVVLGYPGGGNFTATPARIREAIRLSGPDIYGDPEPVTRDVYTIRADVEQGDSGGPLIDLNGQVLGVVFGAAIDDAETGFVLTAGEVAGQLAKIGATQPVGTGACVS
Mtb FBA inh: inhibits M. tuberculosis FBA enzyme. P9WQA3. purified M. tuberculosis FBA, fluorescence read-out. inhibition, % at 1 µM. actives 2.3% (n = 360,000). AID 588726; in the data active means inhibition above about 27%;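 further: 0% = vehicle and 100% = reference inhibitor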
Target sequence (P9WQA3 whole entry, looked up): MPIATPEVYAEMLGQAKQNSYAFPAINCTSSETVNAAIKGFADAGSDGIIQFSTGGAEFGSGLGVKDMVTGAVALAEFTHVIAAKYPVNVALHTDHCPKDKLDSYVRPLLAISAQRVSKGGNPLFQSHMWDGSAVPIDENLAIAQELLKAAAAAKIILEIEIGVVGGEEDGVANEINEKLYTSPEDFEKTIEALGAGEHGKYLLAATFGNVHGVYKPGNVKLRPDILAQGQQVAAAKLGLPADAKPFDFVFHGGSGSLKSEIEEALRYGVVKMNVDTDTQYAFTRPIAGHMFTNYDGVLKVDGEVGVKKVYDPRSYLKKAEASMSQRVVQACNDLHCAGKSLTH
SARS 3CLpro inh: SARS-CoV 3CLpro protease inhibition; actives 0.14% (n = 290,000); inhibition, % at 6 µM; recombinant SARS-CoV 3CLpro, quenched FRET peptide cleavage; AID 1706; P0C6X7; in the data active means inhibition above about 12%
PriA SSB inh: K. pneumoniae PriA-SSBct interaction inhibition; actives 0.6% (n = 430,000); inhibition, % at 33 µM; AlphaScreen SSBct-PriA binding, biotinylated peptide; in the data active means inhibition mostly above about 37%, no sharp cut-off; inactive means mostly below about 20%;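 further: plate controls were negative control peptide for no effect and reference peptide for full effect; strong numbers were not always called active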
The depositor's hits bear a star; i = inactive; . = not tested or not shown; + = active, no number.

nr	Molecule	BioA inh	GDH-TPI counter	Rv3671c protease	Mtb FBA inh	DUSP3 inh	MazF activator	UGM FP inh	BH1578 lux ind	PriA SSB inh	SARS 3CLpro inh
1	COc1ccc(-c2cc3onc(-c4c(Cl)cccc4Cl)c3c(=O)n2C)cc1	0.9	14	-3	3	.	-10	-0.5	i	-10	.
2	O=C(NCc1ccc2c(c1)OCO2)C1CC(c2cccc(Br)c2)=NO1 (centres undefined)	-0.4	3	1	6	7	-1	-0.5	2.0	-6	6
3	O=c1[nH]n2cc(-n3cc([N+](=O)[O-])cn3)cnc2c1Br	.	11	-11	1	18	4	0.4	-0.4	-4	4
4	CCCCc1nc2cc(C(=O)N3CCC(OCCOC)CC3)ccc2o1	-2.0	1	3	0	16	-2	-0.1	-0.3	-12	-4
5	CC(C)=CCC1=C(OCC(=O)O)C(=O)c2ccccc2C1=O	.	-7	-58	-2	15	6	0.6	i	-8	2
6	Cc1ccccc1C(=O)Oc1cc(N)n(S(=O)(=O)c2ccccc2)n1	.	-4	-5	0	19	5	5.2	-2.7	1	2
7	CC(C(=O)N1CCCC1)N(c1ccccc1)S(C)(=O)=O (centres undefined)	-1.6	13	1	1	-18	.	-0.2	-0.2	.	9
8	COc1cccc2cc(C(=O)CS(=O)(=O)c3ccc(C(C)(C)C)cc3)c(=O)oc12	7.6	6	-14	-1	-7	4	-1.2	-0.4	-15	-3
9	CCOC(=O)N1CCN(C(=O)COC(=O)c2cc(C)ccc2C)CC1	0.9	2	2	4	.	5	-0.1	-2.2	-1	.
10	COc1ccccc1NC(=S)N1CCN(c2ccc(F)cc2)CC1	-1.9	1	-7	-1	20	-25	-0.8	-0.1	-2	-4
11	O=C(O)C(=Cc1cccc([N+](=O)[O-])c1)c1ccccc1	.	1	.	2	.	2	.	i	.	.
12	COc1ccccc1N1CCN(c2nc(N)c(C#N)c(CC#N)c2C#N)CC1	4.7	8	2	1	14	0	-1.2	-0.2	7	2
13	COc1ccc(C(=O)Nc2cccc(S(=O)(=O)NCc3ccco3)c2)cc1	0.0	2	1	-1	.	7	2.0	-3.2	-3	.
14	CCOC(=O)CSc1nnc(NC(=O)c2ccc3c(c2)OCO3)s1	-0.8	10	-1	0	2	-6	3.0	-0.2	-10	-1
15	CCOc1ccc(C(=O)NCCCN(CC)CC)cc1	-2.2	3	-11	-1	19	14	-0.8	-1.8	-3	0
16	CCOC(=O)COc1ccc(S(=O)(=O)N2CCN(c3ccccc3F)CC2)cc1	.	2	-1	1	0	7	0.2	i	-10	2
17	COc1ccccc1OCC(=O)Nc1ccccc1C(=O)N1CCCCC1	-0.7	5	-3	1	20	-1	3.2	-0.5	-3	-3
18	CCC(=O)Nc1ccccc1-c1nnn(CC(=O)N2c3ccccc3CC2C)n1 (centres undefined)	0.6	10	6	2	20	0	6.9	-6.7	-10	3
19	Cc1nc2ccc(S(=O)(=O)NCC(=O)N3CCOCC3)cc2s1	-0.1	2	5	4	7	-1	2.1	5.3	-3	0
20	Cc1nccn1CC(=O)c1ccccc1	0.3	6	.	1	.	6	.	-4.5	.	.
21	CC(=O)NC1C(=O)Nc2c(C)cc(C)cc21 (centres undefined)	-0.9	12	-16	-1	19	-4	-0.7	-0.1	-2	3
22	COC(=O)[C@H](C)NC(=O)NCc1ccc(S(N)(=O)=O)cc1	-1.2	5	5	1	9	8	-0.2	-0.4	-15	-2
23	CC1=CC(=O)CC2C1(C)CCC(C)C2(C)CCC(C)CC(=O)O (centres undefined)	1.3	13	9	1	3	-9	-2.0	-0.5	-7	.
24	N#Cc1ccc(OCC(=O)NCC(c2cccs2)N2CCOCC2)cc1 (centres undefined)	0.4	1	-4	-4	10	0	4.1	i	-5	4
25	O=C(NC1CC1)c1nc(Cn2cc([N+](=O)[O-])cn2)no1	0.7	-1	14	-3	32	8	-0.9	-2.7	-11	-1
26	COc1ccc(C(=O)Nc2ccccc2)cc1NC(=O)c1cccs1	12	4	.	2	11	8	-0.1	i	1	-2
27	Cc1cc(Br)cc(C)c1OCC(=O)NNC(=O)c1cccs1	-1.0	3	2	5	-2	1	-0.2	-0.3	-8	4
28	O=C(COc1cccc(C(F)(F)F)c1)NCCCN1CCCC1=O	-0.8	11	-6	4	4	-13	-1.0	i	-11	1
29	CCCCn1c(/N=C/c2ccc3c(c2)OCO3)nc2ccccc21	-1.2	-2	-1	1	12	-4	0.7	1.0	.	-3
30	C=CCSc1nc2c(c(C3CC=CCC3)c1C#N)CCC2 (centres undefined)	-3.3	13	-7	1	13	-1	0.4	-0.8	-23	5
31	c1ccc(-c2nnc3sc(CN4CCc5ccccc54)cn23)cc1	0.5	0	7	1	0	1	2.1	-0.4	20	2
32	CCCCCN(C(=O)CCC(=O)OCCOc1ccc(OC)cc1)c1c(N)n(CCCC)c(=O)[nH]c1=O	.	-6	-2	0	.	1	-1.1	-2.4	-8	.
33	Cc1cc(N=Nc2ccc(Cl)cc2)cc(CN2CCCC2)c1O	-0.5	10	9	-13	-19	-7	-0.8	-0.3	72*	1
34	O=C(c1ccc(-c2ccccc2)c(F)c1)C1CCCN(CCCn2cccn2)C1 (centres undefined)	-0.9	1	3	1	23	-1	0.9	-0.3	-6	0
35	O=C(NCC1COc2ccccc2O1)c1ccc(F)c(S(=O)(=O)N2CCOCC2)c1 (centres undefined)	-0.5	-1	.	3	.	1	.	-6.2	6	.
36	CCN(CC(=O)Nc1cc(Cl)ccc1C)C(=O)C1CC(=O)N(Cc2ccccc2)C1 (centres undefined)	-0.3	4	-3	2	.	0	0.7	-0.3	-15	.
37	COc1ccc(C(=O)c2c3ccc(C(F)(F)F)cc3[n+]([O-])n2CCCC(N)=O)cc1	-3.4	21	0	4	.	0	-0.1	0.6	4	.
38	CCOC(=O)c1ccc(NC(=O)C23CCC(C)(C(=O)O2)C3(C)C)cc1 (centres undefined)	-1.4	8	-3	-1	28	7	0.8	-6.0	-14	-2
39	CCOc1ccc2[nH]c(=O)c(C(c3nnnn3CC3CCCO3)N3CCc4ccccc4C3)cc2c1 (centres undefined)	-2.7	12	-4	15	-10	-10	-0.7	-0.3	-4	0
40	CCOc1ccc(-c2nc(-c3ccccc3C)no2)cc1	.	.	1	.	-5	.	-0.5	.	.	-3
41	CCCCN(CC)C(=O)Cn1nc(Cc2ccncc2)c2ccccc2c1=O	0.9	2	-7	-1	17	0	-4.4	-0.8	-3	-1
42	Cc1ccc(S(=O)(=O)n2ccc(-c3ccc(OCc4c(F)cccc4Cl)cc3)n2)cc1	-1.7	-4	-22	-3	53*	-2	2.1	i	-8	-2
43	CCOc1ccc(N(CC(=O)NCc2ccc(F)cc2)C(=O)c2ccco2)cc1	-1.7	2	5	3	36	-6	-1.9	-0.2	0	5
44	CSc1nnc(-c2sc3cc(C(F)(F)F)cnc3c2-c2cccnc2)n1C	.	-4	2	15	16	15	0.2	i	-11	3
45	Cn1c(=O)c2c(nc(Oc3ccc4c(c3)OCO4)n2Cc2ccc(Br)cc2)n(C)c1=O	.	.	3	.	-7	8	-0.6	.	-8	5
46	Cc1nc2cc(Nc3nnc(-c4ccccc4)c4ccccc34)ccc2n1C	.	22	-5	-2	-19	9	-1.0	i	13	-2
47	Cc1ccc(-c2noc(/C=C/c3ccccc3)n2)cc1	0.6	18	-9	1	8	-1	0.9	1.9	0	-4
48	NC(=O)c1ccc(NC(=O)CN2CCN(S(=O)(=O)c3ccc4c(c3)OCCO4)CC2)cc1	8.8	-1	-1	2	.	3	1.5	i	-9	.
49	CCC1Oc2ccccc2N(CC(=O)NC2CCCCC2C)C1=O (centres undefined)	-4.4	10	-9	3	38	1	2.6	-0.3	1	1
50	CCc1ccc2oc(-c3ccc(OC)cc3)cc(=Nc3c(C)n(C)n(-c4ccccc4)c3=O)c2c1	.	20	-6	+	48	8	0.7	0.6	44*	4
51	Cc1c(Cl)cccc1-c1ccc(/C=N/n2cnnc2)o1	-0.4	33*	-3	2	59*	-5	1.2	27*	.	-3
52	CCOC(=O)C1CCN(C(=O)CN2C(=O)c3cccnc3Oc3ccccc32)CC1	-1.4	1	-8	2	-1	-29	-3.1	-0.2	-11	2
53	CN1CCCN(C(=O)CNC(=O)c2ccc(Cl)cc2Cl)CC1	1.2	1	4	0	.	2	-0.5	i	-5	.
54	O=C(NCCOc1ccccc1F)c1cc([N+](=O)[O-])ccc1N1CCOCC1	2.1	13	5	-1	14	7	1.1	0.4	-2	-3
55	Cc1nc(C(F)(F)F)ccc1C(=O)N1CCC1(C)C(=O)NS(=O)(=O)c1ccc(Cl)cc1 (centres undefined)	0.2	6	.	0	.	.	.	0.1	.	.
56	CCOc1cc(N2CCOCC2)c(OCC)cc1NC(=O)c1[nH]c(C)c(C(C)=O)c1C	-0.5	4	-7	-1	.	5	-1.1	1.2	-5	.
57	Cc1cc(NC(=O)c2ccccc2)ncc1NC(=O)c1ccco1	3.2	-2	0	0	6	6	3.1	i	-2	2
58	CC1CCN(C2(O)C(=O)Nc3ccc(Br)cc32)CC1 (centres undefined)	.	4	10	3	16	5	0.4	-0.3	10	-2
59	Cc1ccc(S(=O)(=O)N2c3ccccc3-c3c(ssc3=S)C2(C)C)cc1	-2.5	5	0	-5	16	-1	-2.1	-0.2	40	0
60	COc1ccc(CC(=O)NCC2CCCN(Cc3cccc(C(F)(F)F)c3)C2)cc1 (centres undefined)	1.1	-3	1	4	16	-7	4.9	-0.7	-5	-1
61	Cc1ccc(NC(=O)c2ccc3c(=O)n4c(nc3c2)CCC4)cc1S(=O)(=O)N(C)C	-0.8	0	.	0	.	3	.	i	-4	.
62	CC(=O)Nc1cc(C(=O)N2CCN(C)CC2)ccc1Sc1ccc(C)cc1	-3.9	5	3	1	12	6	3.5	-0.3	-8	3

Filtered by structure, the compounds so far with an aryl methoxy group (eleven)
nr	Molecule	BioA inh	GDH-TPI counter	Rv3671c protease	Mtb FBA inh	DUSP3 inh	MazF activator	UGM FP inh	BH1578 lux ind	PriA SSB inh	SARS 3CLpro inh
1	COc1ccc(-c2cc3onc(-c4c(Cl)cccc4Cl)c3c(=O)n2C)cc1	0.9	14	-3	3	.	-10	-0.5	i	-10	.
8	COc1cccc2cc(C(=O)CS(=O)(=O)c3ccc(C(C)(C)C)cc3)c(=O)oc12	7.6	6	-14	-1	-7	4	-1.2	-0.4	-15	-3
10	COc1ccccc1NC(=S)N1CCN(c2ccc(F)cc2)CC1	-1.9	1	-7	-1	20	-25	-0.8	-0.1	-2	-4
12	COc1ccccc1N1CCN(c2nc(N)c(C#N)c(CC#N)c2C#N)CC1	4.7	8	2	1	14	0	-1.2	-0.2	7	2
13	COc1ccc(C(=O)Nc2cccc(S(=O)(=O)NCc3ccco3)c2)cc1	0.0	2	1	-1	.	7	2.0	-3.2	-3	.
17	COc1ccccc1OCC(=O)Nc1ccccc1C(=O)N1CCCCC1	-0.7	5	-3	1	20	-1	3.2	-0.5	-3	-3
26	COc1ccc(C(=O)Nc2ccccc2)cc1NC(=O)c1cccs1	12	4	.	2	11	8	-0.1	i	1	-2
32	CCCCCN(C(=O)CCC(=O)OCCOc1ccc(OC)cc1)c1c(N)n(CCCC)c(=O)[nH]c1=O	.	-6	-2	0	.	1	-1.1	-2.4	-8	.
37	COc1ccc(C(=O)c2c3ccc(C(F)(F)F)cc3[n+]([O-])n2CCCC(N)=O)cc1	-3.4	21	0	4	.	0	-0.1	0.6	4	.
50	CCc1ccc2oc(-c3ccc(OC)cc3)cc(=Nc3c(C)n(C)n(-c4ccccc4)c3=O)c2c1	.	20	-6	+	48	8	0.7	0.6	44*	4
60	COc1ccc(CC(=O)NCC2CCCN(Cc3cccc(C(F)(F)F)c3)C2)cc1 (centres undefined)	1.1	-3	1	4	16	-7	4.9	-0.7	-5	-1

A portion of the library (hit frequency here may not be typical).
